Calpain2 inh: calpain II (pig) inhibition; purified calpain II, fluorogenic peptide substrate, 30 min; inhibition, % at 16 µM; 220,000 compounds, 0.37% hits;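 active means inhibition above about 50%, limit read from the data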
Furin inh: inhibitors of human furin; P09958; purified furin, fluorogenic substrate cleavage; inhibition, % at 30 µM; 220,000 compounds, 0.061% hits; in the data active means inhibition above about 25%; further: inactives centre near -15
p97 inhibitor: human p97 ATPase inhibition | P55072 | 220,000 compounds, 0.42% hits | inhibition, % at 8 µM | recombinant p97 ATPase, Kinase-Glo ATP luminescence, 3 h; in the data active means inhibition above about 15%;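 further: 0% = DMSO vehicle and 100% = wells lacking enzyme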
Tb hexokinase: T. brucei hexokinase 1 inhibition. recombinant TbHK1, G6PDH-coupled NADH A340. 220,000 compounds, 0.11% hits. inhibition, % at 10 µM;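 active means inhibition of 50% or more in the single-dose primary screen; inactive means inhibition below 50%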
Runt-SMMHC FRET: Runt domain-CBFb-SMMHC interaction inhibition | Q01196+Q13951 | Cerulean-Runt/Venus-CBFb-SMMHC FRET ratio 530/480, 1 h | inhibition, % at 20 µM | 220,000 compounds, 0.74% hits;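 active means mean inhibition across duplicate retests at 20 µM reaching about 50%, limit read from the data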;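 further: 0% = DMSO wells and 100% = wells with excess untagged CBFb-SMMHC; inhibitors lower the FRET ratio by blocking Runt binding to CBFb-SMMHC; some results filed as inactive read as strong as hits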
Runt-CBFb FRET: blocks binding of human RUNX1 Runt domain to CBFb. inhibition, % at 20 µM. 220,000 compounds, 0.46% hits. Cerulean-Runt/Venus-CBFb FRET ratio 530/480, 1 h;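 active means inhibition over about 50% at 20 µM in the single-dose screen, limit read from the data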;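 further: 0% = DMSO wells and 100% = excess unlabeled CBFb competitor control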
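Reagent – Venus-CBFb binding partner, 100 nM · Assay system – Cerulean-tagged RUNX1 Runt domain (FRET donor) fusion protein · Input – 100 nM per protein · Incubation – two 1 h room-temperature incubations shielded from light · Measured by – FRET fluorescence · Medium – Tris buffer pH 7.5 with salts and BSA · Benchmarks – unlabeled CBFb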
EBV gp42 block: inhibitors of Epstein-Barr virus glycoprotein 42; 220,000 compounds, 0.42% hits; inhibition, % (tested at 21.74 µM); AID 1085; Fluorescence polarization binding assay, mP read-out; Q1HVG2; in the data active means inhibition above about 50%
Target sequence (Q1HVG2 whole entry, looked up): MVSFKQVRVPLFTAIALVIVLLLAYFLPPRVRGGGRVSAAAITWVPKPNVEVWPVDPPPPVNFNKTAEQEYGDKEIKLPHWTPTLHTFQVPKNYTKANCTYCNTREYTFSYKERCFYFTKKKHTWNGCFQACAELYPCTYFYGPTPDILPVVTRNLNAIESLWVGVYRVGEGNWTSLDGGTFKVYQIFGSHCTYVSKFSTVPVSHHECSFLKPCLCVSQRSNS
RBBP9 inhibitor: inhibitors of human serine hydrolase RBBP9; O75884; recombinant RBBP9, FP-Rh probe fluorescence polarization; inhibition, % at 7.94 µM; 220,000 compounds, 0.2% hits;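 active means inhibition above the campaign mean of all tested compounds plus 3 SD, cut at about 14% in these data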;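 further: plate controls were DMSO wells with RBBP9 for no effect and wells lacking RBBP9 protein for full effect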
Target sequence (O75884 whole entry, looked up): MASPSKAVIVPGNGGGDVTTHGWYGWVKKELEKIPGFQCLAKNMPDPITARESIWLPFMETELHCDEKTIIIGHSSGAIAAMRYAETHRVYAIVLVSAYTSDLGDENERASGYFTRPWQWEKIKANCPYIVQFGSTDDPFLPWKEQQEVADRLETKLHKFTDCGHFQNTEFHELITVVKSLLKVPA
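Measured by: FP readout at 525/598 nm; material: recombinant human RBBP9; also added: Serine-hydrolase probe FP-Rh, 375 nM pre-mixing; medium: Tris buffer pH 8.0, NaCl, Pluronic; replication: one well per compound; doses: one concentration, 7.94 µM nominal, 0.794% DMSO; timing: preincubation 30 min plus labeling 45 min at 25 °C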
NCF1 inh: inhibitors of human p47phox binding | p47phox/p22phox peptide binding, fluorescence polarization, 2 h | inhibition, % at 24.7 µM | 220,000 compounds, 0.53% hits | AID 1274;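 active means inhibition above about 30%, limit read from the data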;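 further: 0% = p47phox with labelled peptide and 100% = labelled peptide alone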
Target sequence (P14598 whole entry, looked up): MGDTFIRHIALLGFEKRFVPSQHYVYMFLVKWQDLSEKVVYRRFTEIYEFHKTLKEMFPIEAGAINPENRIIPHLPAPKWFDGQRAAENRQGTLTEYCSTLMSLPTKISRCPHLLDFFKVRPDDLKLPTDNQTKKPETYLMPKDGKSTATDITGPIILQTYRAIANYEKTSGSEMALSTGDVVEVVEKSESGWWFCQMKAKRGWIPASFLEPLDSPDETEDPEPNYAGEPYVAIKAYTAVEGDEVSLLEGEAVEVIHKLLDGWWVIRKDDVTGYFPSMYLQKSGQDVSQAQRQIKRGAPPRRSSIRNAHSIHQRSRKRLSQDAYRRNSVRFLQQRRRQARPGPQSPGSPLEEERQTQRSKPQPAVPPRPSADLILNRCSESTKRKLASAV
Starred values were filed as active, the others as inactive; . = not tested or not shown; [ ] = dose if it differs, or a comment.

SMILES | Calpain2 inh | Furin inh | p97 inhibitor | Tb hexokinase | Runt-SMMHC FRET | Runt-CBFb FRET | EBV gp42 block | RBBP9 inhibitor | NCF1 inh
CC(=O)Nc1ccc(S(=O)(=O)NCCc2csc(C)n2)cc1 | 13 | -6[20 µM] | -8 | 1 | 4 | 3 | -13 | 0 | -7
Cc1cccc(Nc2nc(-c3ccccn3)cs2)n1 | -24 | -11[20 µM] | -5 | 11 | 0 | -1 | -13 | 0 | -10
CCOC(=O)c1c(NC(=O)c2c(-c3ccccc3)noc2C)sc(C)c1-c1ccccc1 | -145 | -18[20 µM] | 3 | -14 | 1 | 1 | -6 | 7 | -15
CC1CN(C(=O)c2ccccc2Nc2ccc(SC(F)F)cc2)CC(C)O1 (stereo not given) | -16 | -15 | -1 | -5 | 2 | -1 | -14 | -6 | -5
CC1CCN(c2nc3c(c(=O)n(C)c(=O)n3C)n2CCSc2nc3ccccc3o2)CC1 | -2 | -10[20 µM] | -5 | 8 | 0 | 0 | -15 | 0 | -4
O=C1/C(=C\c2ccco2)SC(=S)N1C1CCS(=O)(=O)C1 (stereo not given) | 15 | -4 | 9 | -19 | -2 | 30 | -10 | 8 | -14
COc1cccc(/C=N/NC(=O)CSc2nnc(C)n2-c2ccccc2)c1O | 23 | -8[20 µM] | 3 | 3 | 3 | -2 | -4 | -10 | -4
O=C(O)/C=C/C(=O)Nc1ccc(Cl)c(C(=O)O)c1 | -2 | -25 | 6 | -5 | 0 | 3 | -14 | -7 | 0
COc1ccc(-c2nnc(CSc3nc4ccccc4c(=O)n3CC3CCCO3)o2)cc1OC (stereo not given) | 0 | -11 | -5 | 0 | -3 | -2 | -1 | -5 | 3
CCNc1nc2ccccc2[nH]1 | -1 | -23[20 µM] | 0 | 2 | 2 | 2 | -19 | 3 | -6
Cc1ccc(NS(=O)(=O)c2cc(C(=O)Nc3cccc(N(C)S(C)(=O)=O)c3)ccc2C)c(C)c1 | 3 | -8 | 4 | 16 | 3 | -2 | 1 | -19 | -13
CC1=NN(C(=O)Cc2ccccc2)C(O)(c2ccccc2)C1 (stereo not given) | -9 | -36 | 6 | -4 | 2 | -2 | -13 | -10 | -9
CCOC(=O)c1ccc(CNC(=O)CCC(=O)O)cc1 | -27 | -8[20 µM] | -11 | -4 | 1 | 3 | 7 | -14 | -5
COc1ccc(OC(C)C(=O)N2CCCc3ccccc32)cc1 (stereo not given) | 18 | -7 | 1 | -1 | -2 | 0 | -14 | 17* | -8
Cn1cc(C(=O)C(F)(F)F)c2ccccc21 | -26 | -16 | 6 | -20 | 0 | -2 | -6 | -6 | -12
Cc1ccc(S(=O)(=O)N2CCCCC2C(=O)N2CCN(C)CC2)cc1 (stereo not given) | 0 | -26[20 µM] | 2 | -1 | -2 | -2 | -14 | 0 | -9
CC(=C/c1ccccc1)/C=N/NC(=O)c1ccc2nc[nH]c2c1 | 15 | -9 | 2 | -30 | 3 | -2 | 0 | 3 | -5
Cc1nn(-c2ccccc2)c2sc(C(=O)NCCN3CCOCC3)cc12 | . | -7 | -6 | 5 | -2 | -1 | . | -3 | .
O=C(c1ccccc1)c1cc[n+]([O-])cc1 | 7 | -27[20 µM] | 0 | 3 | -5 | -1 | -24 | -4 | -4
COCCN(Cc1cc2ccccc2[nH]c1=O)C(=O)c1ccccc1OC | 7 | -24 | 7 | -8 | 1 | 1 | -22 | 5 | -3
Cc1ccc(C(=O)Nc2ccc(OCc3ccccc3)cc2)cc1[N+](=O)[O-] | -20 | -21 | 4 | 2 | -6 | 1 | -5 | -3 | -10
Cc1ccc2oc(=O)n(CCOc3ccccc3C)c2c1 | 28 | -16 | -2 | 5 | 0 | -3 | -5 | -7 | -2
COc1ccc(NC(=O)C2CCN(C(=O)NC3CCCCC3)CC2)c(OC)c1 | -4 | -19 | 6 | 2 | 0 | -1 | -9 | 2 | 18
CCC(C)(C)NC(=O)C(c1ccco1)N(C(=O)Cn1nnc2ccccc21)c1ccc2c(c1)OCO2 (stereo not given) | -5 | -22[20 µM] | 3 | 1 | 1 | 0 | -15 | 0 | -7
CCCCN(Cc1cc2cc(OC)ccc2[nH]c1=O)C(=O)c1ccccn1 | -79 | -2[20 µM] | 11 | -13 | -2 | 1 | -9 | -4 | -10
COC(=O)c1cc(C(=O)OCC(=O)Nc2cc(C)on2)cc([N+](=O)[O-])c1 | -10 | -4 | -2 | -12 | 0 | 0 | -1 | -7 | -2
CCCCn1nnnc1NCc1ccc(N2CCCC2)cc1 | 22 | -5[20 µM] | 1 | -6 | 0 | 1 | -27 | -2 | -6
O=C(CSc1ncnc2ccccc12)c1ccco1 | 13 | -24 | 1 | -1 | 116* | 59* | 0 | -1 | -9
COc1cccc(C2C3(C#N)C(N)=NC(OC)(OC)C23C#N)c1 (stereo not given) | 14 | -18[20 µM] | 2 | -3 | 1 | 0 | 16 | -1 | -2
COCCCNC(=O)CC1Oc2ccccc2NC1=O (stereo not given) | 4 | -10 | 4 | 5 | -1 | 0 | 3 | 1 | -7
CCc1cc2ccc(C)cc2nc1SCC(=O)N1CCN(C(=O)c2ccco2)CC1 | 3 | -14[20 µM] | 0 | -12 | -2 | -4 | -21 | 0 | -7
CC(C)[C@H](NC(=O)c1ccco1)C(=O)OCc1cc(=O)n2c(n1)sc1ccccc12 | -1 | -27 | 1 | -11 | 0 | -3 | 45 | 3 | .
CC(NC(=O)c1ccco1)C(c1cccs1)N1CCN(c2ccccc2F)CC1 (stereo not given) | 28 | -14[20 µM] | 2 | -3 | 9 | -3 | -20 | -2 | -13
Cc1ccc(Cl)cc1NC(=S)N(CCCN1CCOCC1)Cc1ccccn1 | 3 | -7 | -3 | -10 | 0 | 0 | 1 | -2 | -18
Cc1cccc(N2CCN(Cc3cn(C)nc3-c3ccccc3F)CC2)n1 | -14 | -19 | -5 | -5 | 2 | -2 | 2 | -4 | 4
Cc1cccc2nc(Cn3c(=O)n(CCC(=O)NCc4ccco4)c(=O)c4sccc43)cc(=O)n12 | -12 | -23 | 8 | -14 | -1 | 1 | -14 | -7 | -20
CC1=C(C(=O)OC2CCCCC2)C(c2cccnc2)n2ncnc2N1 (stereo not given) | 0 | -33 | 3 | 1 | -6 | -2 | -18 | 0 | -5
COCCOC(=O)C1=C(C)NC2=C(C(=O)CCC2)C1c1ccc2c(c1)OCO2 (stereo not given) | -6 | 2 | -12 | -8 | 1 | 0 | -4 | -9 | -6
COc1ccc(C2(CNC(=O)c3ccc(OCC(C)C)cc3)CCOCC2)cc1 | 4 | -9 | -4 | -1 | -2 | -3 | -18 | 3 | -2
O=C(O/N=C(/c1ccccc1)c1ccncc1)c1cccc(F)c1 | 20 | -14 | -5 | 9 | 3 | -2 | -12 | -5 | 3
CCOC(=O)c1c(C)[nH]c(C(=O)OCc2c(C)noc2C)c1C | 0 | -12 | -3 | -9 | 3 | -2 | -19 | -9 | 1
CCN(CCO)c1ccc(-n2c(N)c(C(=O)OC)c3nc4ccccc4nc32)cc1 | -16 | -7 | -9 | -19 | 9 | 2 | 15 | -9 | 18
COc1ccc(-c2nnc(-c3ccc(OCC(C)C)cc3)o2)cc1 | 0 | -13[20 µM] | -7 | -16 | -9 | . | 1 | -9 | -1
COc1ccc(Cl)cc1N(CC(=O)N1CCCCC1)S(C)(=O)=O | 7 | -9 | -3 | -1 | -2 | 2 | 4 | -9 | 1
Cc1ccc(S(=O)(=O)N2CCOCC2)cc1C(=O)NCCCn1ccnc1 | -47 | -14[20 µM] | 0 | -5 | 1 | 0 | -3 | -2 | -7
CCOC(=O)Oc1ccc2c(=O)c(Oc3cc(C)cc(C)c3)coc2c1 | -381 | -1[20 µM] | -7 | -4 | 2 | 0 | -2 | -13 | -10
COc1ccc(N2C(=O)CC(Sc3nnc(-c4ccccc4)o3)C2=O)cc1 (stereo not given) | 13 | -21 | 4 | 4 | 12 | 15 | -4 | 2 | -3
COc1ccc(-c2cc(-c3ccccc3)c(C#N)c(S(C)(=O)=O)n2)cc1 | -205 | -12[20 µM] | 2 | -4 | -1 | 0 | 2 | -5 | 4
C=CCOC(=O)c1sc(NC(=O)c2ccco2)nc1C | -16 | -21 | -5 | -14 | 3 | -2 | -13 | -12 | -15
Cc1nn(C)c(C)c1NC(=O)CN1CCC(O)(c2ccc3c(c2)OCO3)CC1 | 9 | -20 | 0 | 1 | -3 | -2 | 2 | -6 | -5

(cont.)
SMILES | Calpain2 inh | Furin inh | p97 inhibitor | Tb hexokinase | Runt-SMMHC FRET | Runt-CBFb FRET | EBV gp42 block | RBBP9 inhibitor | NCF1 inh
CCOC(=O)c1c(NC(=O)c2ccccc2)sc2c1CCc1ccccc1-2 | -24 | -6 | -3 | 2 | 27 | 55* | -5 | -7 | 6
Cc1ccc(C(=O)NCc2ccccc2)c(F)c1F | 22 | -12 | 5 | -2 | 2 | 0 | -18 | 6 | -18
Cc1cc(-n2c(C)cc(C(=O)COc3ccccc3[N+](=O)[O-])c2C)no1 | -12 | -19 | 0 | -5 | -1 | -1 | -3 | -6 | -5
CCOC(=O)c1cc(-c2ccccc2)n(CC(=O)NC(C)(C)C)c1C | 22 | -22 | 3 | -3 | -1 | -2 | 3 | 2 | -2
CN(C(=O)CSc1nc2ccccc2s1)c1c(N)n(Cc2ccccc2)c(=O)[nH]c1=O | -11 | -24 | 4 | -2 | 3 | 4 | -4 | -7 | -2
Cc1cc(=O)oc2cc(OCC(=O)OCC(=O)Nc3ccc(C(C)C)cc3)ccc12 | -40 | -15 | 1 | -6 | -2 | -4 | -11 | -4 | -19
COc1ccc(S(=O)(=O)NC(CC(=O)NCc2ccccc2OC)c2ccco2)cc1 (stereo not given) | 5 | -30 | 2 | 8 | 2 | -2 | -2 | 6 | 0
CCOc1ccc(-n2c(=S)sc3c(=O)[nH]c(SCC(=O)NCC4CCCO4)nc32)cc1 (stereo not given) | 28 | -19 | 2 | -11 | 4 | -3 | 1 | -4 | -11
O=C(Cn1cnc2ccccc2c1=O)N1CCN(Cc2ccccc2)CC1 | -62 | -24[20 µM] | 5 | -3 | -4 | 1 | -13 | 3 | -11
Cc1cc(=O)oc(C)c1C(=O)Nc1ccc(F)cc1 | -11 | -16 | 7 | 1 | 1 | 1 | -15 | -4 | 17
CC(=O)Nc1ccc(N(C(=O)c2ccco2)C(C(=O)NC2CCCC2)c2cccs2)cc1 (stereo not given) | -18 | -26 | 2 | 4 | -3 | 0 | -3 | -2 | -9
CC(C)CCNC(=O)c1csc2c1CCCCC2 | 32 | -13 | -2 | 14 | -2 | -3 | -6 | -5 | 0

Bioassay records from PubChem.
